Compound activity as filed in PubChem BioAssay.
Mtb UGM inh – M. tuberculosis UGM enzyme inhibitors, primary screen, biochemical, fluorescence polarization, single point. UDP-galactopyranose mutase (Mycobacterium tuberculosis (strain ATCC 25618 / H37Rv)), …. purified UGM, fluorescence polarization probe displacement. inhibition, % at 10 µM. 320,000 compounds, 0.06% hits; in the data active = inhibition above about 10%, passing the limit was not always enough
Target sequence (P9WIQ1 whole entry, looked up): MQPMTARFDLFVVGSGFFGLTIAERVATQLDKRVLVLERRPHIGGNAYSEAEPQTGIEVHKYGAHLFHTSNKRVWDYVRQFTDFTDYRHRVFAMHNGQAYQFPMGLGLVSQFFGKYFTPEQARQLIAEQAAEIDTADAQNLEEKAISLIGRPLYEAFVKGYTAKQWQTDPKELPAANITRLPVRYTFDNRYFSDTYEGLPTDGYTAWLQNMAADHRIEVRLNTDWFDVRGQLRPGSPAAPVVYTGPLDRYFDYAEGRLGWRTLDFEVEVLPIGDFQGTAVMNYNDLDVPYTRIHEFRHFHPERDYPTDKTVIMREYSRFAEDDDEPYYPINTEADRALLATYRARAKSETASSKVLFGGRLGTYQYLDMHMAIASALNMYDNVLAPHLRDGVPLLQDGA
* hit, by the source's call.

Start of the listing, in advance (seven entries):
SMILES	Mtb UGM inh
S=C(Sc1ccc(Cl)cc1)Sc1ccc(Cl)cc1	0.8
COC(=O)C1C(=O)c2c([nH]c(C(=O)OCCOC(C)C)c2C)CC1C (centres undefined)	-0.3
COc1ccccc1Nc1cc(C(=O)N2CCc3ccccc3C2)c2ccccc2n1	0.7
O=[N+]([O-])CC(=Nc1ccc(F)cc1)N/N=C\c1oc(O)c2ccccc12	0.3
COC(C/C=C\C(=O)[C@@H](C)OCc1ccccc1)OC	-1.8
Cc1cccc(CCN2CCC(C(=O)c3ccc(NS(C)(=O)=O)cc3)CC2)n1	-2.4
COC(=O)CCCC1=CC2=CC(=O)C(C)(OC(=O)c3ccco3)C(=O)C2=CO1 (centres undefined)	2.0

Results, repeating the preview:
SMILES	Mtb UGM inh
S=C(Sc1ccc(Cl)cc1)Sc1ccc(Cl)cc1	0.8
COC(=O)C1C(=O)c2c([nH]c(C(=O)OCCOC(C)C)c2C)CC1C (centres undefined)	-0.3
COc1ccccc1Nc1cc(C(=O)N2CCc3ccccc3C2)c2ccccc2n1	0.7
O=[N+]([O-])CC(=Nc1ccc(F)cc1)N/N=C\c1oc(O)c2ccccc12	0.3
COC(C/C=C\C(=O)[C@@H](C)OCc1ccccc1)OC	-1.8
Cc1cccc(CCN2CCC(C(=O)c3ccc(NS(C)(=O)=O)cc3)CC2)n1	-2.4
COC(=O)CCCC1=CC2=CC(=O)C(C)(OC(=O)c3ccco3)C(=O)C2=CO1 (centres undefined)	2.0
O=C(N/N=C/c1sc(N2CCOCC2)nc1-c1ccccc1)c1ccccc1F	1.0
CN(CC(=O)N1CCCCCC1)S(=O)(=O)c1ccc(Br)s1	-3.6
O=C(CSc1nnc(-c2ccc(Cl)cc2)n1-c1ccc(Cl)cc1)N/N=C/c1ccccc1C(=O)O	-0.2
NC(=O)c1nsc(C(=O)N(CC(=O)NC2CCCC2)c2cnc3ccccc3c2)c1N	2.3
COc1ccc2cc3c(N)c(C(=O)N4CCCC4)sc3nc2c1	-1.0
Cc1[nH]nc(N=Cc2c(O)n(C)c(=O)n(C)c2=O)c1-c1ccccc1	-2.1
CCOc1ncccc1C(=O)NCc1ccccc1	5.5
Cc1nc(NC(=O)c2ccccc2)sc1C1(C)CC(c2ccc(OC(F)(F)F)cc2)=NO1 (centres undefined)	-0.6
O=C(O/N=C/c1ccc2c(c1)OCO2)c1ccccc1Cl	-3.9
Cc1nn(Cc2ccc(Cl)cc2Cl)c(Cl)c1/C=N/NC(=O)CNc1cccc(C(F)(F)F)c1	0.7
Fc1ccc(N2CCN(Cc3c[nH]c4ccccc34)CC2)cc1	0.4
N#C/C(=C\c1cn(Cc2ccccc2C#N)c2ccccc12)C(=O)NCc1cccs1	1.5
O=C(CSc1ccccn1)NC1CCCC1	3.7
CCOC(=O)c1cc(-c2ccc(C)c([N+](=O)[O-])c2)nc2c1c(=O)n(C)c(=O)n2C	0.4
O=C1N[C@@H](Cc2cn(S(=O)(=O)c3ccc(F)cc3)c3ccccc23)C(=O)N[C@H]1Cc1ccccc1	0.2
C#CCOCCOCCOCCNc1nc(N2CCN(C(=O)[C@H](Cc3ccc(O)cc3)n3cc([C@@H](N)CC(C)C)nn3)CC2)nc(N2CCN(C(=O)[C@H](Cc3ccc(O)cc3)n3cc([C@@H](N)CC(C)C)nn3)CC2)n1	-1.5
CC(C)Oc1ccccc1C1CC(=O)Nc2c1c(=O)n(C)c(=O)n2C (centres undefined)	1.1
COCCn1c(-c2ccccc2)nc2c(c(=O)c3ccccc3n2C)c1=O	2.3
Cc1ccc(-n2nc(C)c3c(=O)[nH]c(C(F)(F)F)nc32)cc1	-1.2
O=C(CSc1ccccn1)Nc1ccc2ccccc2c1	0.5
Cc1ccc(N2CCN(/N=C/C3=C(N4CCOCC4)C(=C\c4ccccc4)/CC3)CC2)cc1	2.0
C/C(CCN1CCc2nc(-c3ccccc3)c(-c3ccccc3)cc2C1)=N\OC[C@@H](C)[C@H](OCc1ccccc1)C(C)C	-3.0
COc1cccc([C@@H]2Oc3ccc(OC)cc3C(=O)[C@H]2OC(=O)Nc2cc(OC)c(OC)c(OC)c2)c1	-0.8
Cc1nc2ccccn2c1/C(O)=C1\C(=O)C(=O)N(CCCN(C)C)C1c1ccc(F)cc1 (centres undefined)	-0.1
COc1ccc(C2=NOC(C(=O)NCc3cccs3)C2)cc1OC (centres undefined)	-0.4
CC(C)[C@H](NC(=O)[C@H](CC(=O)O)NC(=O)[C@H](CCCCN)NC(=O)[C@@H](N)CCCN=C(N)N)C(=O)N[C@@H](Cc1ccc(O)cc1)C(=O)O	-1.4
COc1ccc2nc3n(c(=O)c2c1)-c1cc(C)ccc1C(=O)NC3Cc1ccc(O)cc1 (centres undefined)	-0.4
COC(=O)C(=C/C=C/N1CCOCC1)C(=O)OC	-1.3
C#CCOCCOCCOCCNc1nc(N2CCN(C(=O)Cn3cc(CC(C)O)nn3)CC2)nc(N2CCN(C(=O)[C@H](C)n3cc(CCCN=C(N)N)nn3)CC2)n1 (some centres undefined)	-1.1
O=C(Nc1nc2ccc(SC(F)F)cc2s1)c1ccc2c(c1)S(=O)(=O)c1ccccc1C2=O	-3.4
O=C(NC(NC1CCS(=O)(=O)C1)C(=O)c1cccs1)c1ccccc1 (centres undefined)	-1.1
CC(=O)N=C1SC2CS(=O)(=O)CC2N1c1ccc(-c2nc3ccc(C)cc3s2)cc1 (centres undefined)	3.0
COc1cc(C)c(Cl)cc1S(=O)(=O)NC1CC(C)(C)NC(C)(C)C1	1.2
C#CCOCCOCCOCCNc1nc(N2CCN(C(=O)[C@H](CCC(=O)O)n3cc(C(N)CC(C)C)nn3)CC2)nc(N2CCN(C(=O)[C@H](Cc3ccc(O)cc3)n3cc(C(N)[C@H](C)CC)nn3)CC2)n1 (some centres undefined)	1.0
Cc1c(Cl)c(C(=O)Nc2nc3ccccc3n2CCN2CCCCC2)nn1C	0.3
COc1cc2[nH]c3c(N4CCC(C(N)=O)CC4)ncnc3c2cc1OC	3.4
CCc1nn2c(=O)cc(COc3ccc(/C=C4\C(=N)N5N=C(CC(C)C)SC5=NC4=O)cc3)nc2s1	-0.1
COc1cc(/C=N/Nc2nc(N3CCCCC3)nc(N3CCCCC3)n2)ccc1OC(=O)c1ccco1	-0.3
CCOc1cc(/C=C2\SC(=Nc3ccc(F)cc3)N(c3ccc(F)cc3)C2=O)ccc1OCC(=O)O	2.5
CCn1c(-c2ccc(F)cc2)cnc1SCC(=O)N1CCc2ccccc21	-0.6
Cc1cc2c(nc1C)CCCN2C[C@@H](C)O/N=C1/[C@H]2CCn3c(=O)n(-c4ccccc4)c(=O)n3[C@H]2[C@H](O)[C@@H]2O[C@H]12	3.4
CCN(CC)S(=O)(=O)c1ccc(OC)c(NC(=S)Nc2cc(C)ccc2C)c1	3.2
COC(=O)CCC(=O)OC1(C)C(=O)C2=CN(CC(C)C)C(c3ccc(OC)cc3)=CC2=C(Br)C1=O (centres undefined)	-0.5
COc1ccc(N/C(=C(/C(Cl)=C(Cl)Cl)[N+](=O)[O-])n2nnc3ccccc32)cc1OC	1.8
COC(=O)n1c(=S)oc2cc(Cl)ccc21	3.3
Cc1c(N=c2c(=O)c3ccccc3c2=O)c(=O)n(-c2ccccc2)n1C	-1.2
C=C1/C(=C\C=C2/CCC[C@]3(C)[C@@H]([C@H](C)CCCC(C)(C)O)CC[C@@H]23)C[C@@H](O)C[C@@H]1O	0.0
CCCCc1ccc(C2C(C#N)=C(N)SC(N)=C2C#N)s1	-0.1
COc1cc(/C=N/Nc2ccccc2)ccc1OC(=O)c1cccs1	-1.2
CSc1nc(-c2ccccc2)nc(N)c1C(C)=O	-1.3
CCCOc1ccc(N2C(=O)CC(N3CCC(c4nc5ccccc5o4)CC3)C2=O)cc1 (centres undefined)	-1.5
CC(C)OC(=O)c1c2nc3ccccc3nc2n2c1[nH]c(=O)c1ccccc12	2.3
COc1ccc(Cn2c(-c3ccc(OC)cc3)nc3c(c(=O)c4ccccc4n3C)c2=O)cc1	-1.5

Rewritten bar-delimited: part of the list above
Molecule | Mtb UGM inh
O=C(CSc1ccccn1)Nc1ccc2ccccc2c1 | 0.5
Cc1ccc(N2CCN(/N=C/C3=C(N4CCOCC4)C(=C\c4ccccc4)/CC3)CC2)cc1 | 2.0
C/C(CCN1CCc2nc(-c3ccccc3)c(-c3ccccc3)cc2C1)=N\OC[C@@H](C)[C@H](OCc1ccccc1)C(C)C | -3.0
COc1cccc([C@@H]2Oc3ccc(OC)cc3C(=O)[C@H]2OC(=O)Nc2cc(OC)c(OC)c(OC)c2)c1 | -0.8
Cc1nc2ccccn2c1/C(O)=C1\C(=O)C(=O)N(CCCN(C)C)C1c1ccc(F)cc1 (centres undefined) | -0.1

Later entries
SMILES	Mtb UGM inh
CC12CC(NC(=O)N1c1cccc(C(=O)NCc3ccccc3)c1)c1ccccc1O2 (centres undefined)	-0.9
CC(N=c1ccccn1C(=O)Nc1ccc(Cl)cc1)c1ccco1 (centres undefined)	0.3
Cc1ccc(C2=NCN(c3ccc(C(=O)O)cc3)C(=S)N2)cc1	2.1
CCOC(=O)c1[nH]c2ccc(OC)cc2c1NC(=O)CN1CCN(c2ccccn2)CC1	0.7
Cc1ccccc1-n1nc2c(c1NC(=O)c1cc3ccccc3oc1=O)CS(=O)(=O)C2	1.0
CC(=O)Nc1cn(C(C)=O)c(C)n1	0.5
CN(C)CC/C=C1/c2ccccc2COc2ccccc21	0.6
O=C1COc2ccc(N3C(=O)c4ccccc4C3=O)cc2N1	2.0
CCc1ccc(/C=C2/Sc3ccccc3N(CC(=O)NCCCOC)C2=O)cc1	1.4
O=C(Nc1cc(=O)[nH]c2nc(-c3ccc(Cl)cc3)nn12)c1ccccc1	1.8
COCCN1C(=O)N[C@H](c2cccc(C(F)(F)F)c2)C(C(=O)OC)=C1C	-0.6
CC(C)=CCc1cc2c(=O)c3c(O)c4c(cc3oc2c(O)c1O)OC(C)C4(C)C (centres undefined)	1.9
CC(C)c1nnc(NC(=O)CCC(=O)NC2CCCCC2)s1	-4.4
Cc1ccc(CNC(=O)c2cn(C3CCCC3)c(=O)c3c2c2ccccc2n3C)o1	2.1
CC(C)C[C@@H]1NC(=O)[C@H](Cc2ccc(O)cc2)NC(=O)[C@H](CCC(N)=O)NC(=O)c2cc([N+](=O)[O-])cc(I)c2NCC[C@@H](C(N)=O)NC1=O	-1.7
Cc1ccc(Cl)c(NC(=O)CN2CCN(C=O)CC2)c1	-2.0
CC(=O)Nc1ccc(NC(=O)Cc2ccc(F)cc2)cc1	-0.2
Cc1ccc(S(=O)(=O)/N=C2/NC(=O)/C(=C/c3ccncc3)S2)cc1	-0.5
Cc1nc(SCc2ccccc2F)c2cnn(-c3ccccc3)c2n1	-0.5
COc1ccc(/C=C2/C(=O)NC(=O)N(Cc3ccco3)C2=O)cc1	-1.1
CCC(C)(C)N=C(NC#N)Nc1cccnc1	3.3
CC1(NC(=O)CC[N+](C)(C)CCO)CS(=O)(=O)CC1S(=O)(=O)[O-] (centres undefined)	0.2
Cc1cc2n(c1)CCn1c(C)ccc1-2	2.2
CCCNCC1COc2ccccc2O1 (centres undefined)	2.7
COc1cc2c3nnc(-c4ccccc4)c-3cn(Cc3ccccc3F)c2cc1OC	11*
Cc1n[nH]c(C)c1S(=O)(=O)N1CCCC(C(=O)Nc2ccc3c(c2)OCCO3)C1 (centres undefined)	-0.6
Cc1cc(C)c(C2=CC(c3ccccc3)n3ncnc3N2)cc1C (centres undefined)	1.0
CCN1CCCC1CN(Cc1cc2cc(C)cc(C)c2[nH]c1=O)C(=O)Nc1ccccc1OC (centres undefined)	-1.4
COc1ccc(O[C@H]2C=C[C@@H](c3ccccc3)O[C@@H]2COC(=O)CC/C(C)=N/O[C@H](C)c2cn([C@@H]3COC[C@H]3O)nn2)cc1	0.4
COC(=O)N1C(=O)[C@@](CC(C)C)(c2ccccc2)N1C(=O)OC	-1.7
CCCNC(=O)OC[C@H]1O[C@H](CCO/N=C/[C@@H](OC)[C@H](C)/C=C/CC(=O)OC)C=C[C@@H]1Oc1ccc(OC)cc1	-3.3
CC(C)c1ccc(/C=C/C(=O)Nc2nn[nH]n2)cc1	1.6
O=C(Nc1ccc(Cl)cc1)[C@@H]1[C@@H]2C(=O)N(c3ccc(Cl)cc3Cl)C(=O)[C@@H]2[C@H]2C=CC=NN21	-3.0
Cc1ccc(NC(=O)C2CCCCC2)c(O)c1	-2.4
COc1ccccc1NC(=O)c1ccc(CSc2ncccn2)cc1	0.4
CCOc1ccc(N/C(=C(/C(Cl)=C(Cl)Cl)[N+](=O)[O-])n2cncn2)cc1	0.0
CC(=O)O[C@H]1CC(C)(C)C(=C=C/C(C)=C/C=C/C(C)=C/C=C/C=C(C)/C=C/C=C(\C)C(=O)C[C@@]23O[C@]2(C)C[C@@H](O)CC3(C)C)[C@](C)(O)C1	-0.4
COc1ccccc1N1CCN(C(=O)CSc2nnc3c4ccccc4nc(Cc4ccccc4)n23)CC1	-1.3
O=C(Nc1nc2n(n1)C(c1ccc(Cl)cc1)CC(c1ccc(Cl)cc1)N2)c1ccco1 (centres undefined)	-1.8
NC(=O)C(CC(=O)O)NC(=O)[C@@H]1CCOc2c(I)cc([N+](=O)[O-])cc2C(=O)N[C@@H](CCC(=O)O)C(=O)N[C@@H](CO)C(=O)N1 (some centres undefined)	0.3
COc1ccc(C2N3CC(C)(C)CN23)cc1 (centres undefined)	-5.1
CN1CCN(C(=O)C23CC4CC(CC(C4)C2)C3)CC1	-0.7
COc1ccc(C(=O)N(C)C2CCN(C)CC2)cc1S(=O)(=O)Nc1cc(Cl)ccc1Cl	1.0
CCOc1nc(C)cc(C)c1S(=O)(=O)c1cccc(C)c1	-1.7
COc1ccc2c(c1)CCNC2Cc1ccc(OC)c(O)c1 (centres undefined)	-1.6
COc1ccc(Nc2cc(C(=O)NCc3ccco3)c3ccccc3n2)cc1	1.4
CC1(OC(=O)c2ccco2)C(=O)C=C2C=C(c3ccc(C#N)cc3)OC=C2C1=O (centres undefined)	1.2
Cc1cc(=O)oc2c(CN(CC(C)C)CC(C)C)c(O)ccc12	-1.8
CCOC(=O)c1ccc2c(c1)C1C=CCC1C(C(=O)O)N2 (centres undefined)	6.8
N#Cc1cc2c(N)c(C(=O)Nc3ccccc3)sc2nc1N	1.8
Oc1c(Cl)cc(Cl)cc1C=Nc1ccccc1N1CCCC1	0.0
COc1cc(/C=C/c2nc3ccc([N+](=O)[O-])cc3s2)ccc1OCC(=O)O	-4.1

An excerpt; the hit share may differ from the screen's.
